# Compound activity as filed in PubChem BioAssay.
# TEAD-YAP inh: TEAD-YAP interaction inhibition, primary screen, TEAD-YAP interaction inhibitor project, luminescence, HEK-TIYL cells. TEAD-Gal4/YAP UAS-luciferase luminescence. inhibition, % at 9.12 µM. hit rate 1.4% among 640,000. AID 1259422, 2018; in the data active = inhibition above about 32%;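 note: 0% = median of test compound wells and 100% = reference inhibitor wells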
# FBW7 act: FBW7 E3 ligase activators, primary screen, biochemical, AlphaScreen, human; normalized activity (activation), % at 26.1 µM; hit rate 0.13% among 650,000; AlphaScreen FBW7–phospho-cyclin E peptide binding, activator screen; F-box/WD repeat-containing protein 7 (Homo sapiens), Q969H0; in the data active = normalized activity above about 1.9%;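 note: purified mutant Fbw7 with reduced substrate affinity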
# Target sequence (Q969H0 whole entry, looked up): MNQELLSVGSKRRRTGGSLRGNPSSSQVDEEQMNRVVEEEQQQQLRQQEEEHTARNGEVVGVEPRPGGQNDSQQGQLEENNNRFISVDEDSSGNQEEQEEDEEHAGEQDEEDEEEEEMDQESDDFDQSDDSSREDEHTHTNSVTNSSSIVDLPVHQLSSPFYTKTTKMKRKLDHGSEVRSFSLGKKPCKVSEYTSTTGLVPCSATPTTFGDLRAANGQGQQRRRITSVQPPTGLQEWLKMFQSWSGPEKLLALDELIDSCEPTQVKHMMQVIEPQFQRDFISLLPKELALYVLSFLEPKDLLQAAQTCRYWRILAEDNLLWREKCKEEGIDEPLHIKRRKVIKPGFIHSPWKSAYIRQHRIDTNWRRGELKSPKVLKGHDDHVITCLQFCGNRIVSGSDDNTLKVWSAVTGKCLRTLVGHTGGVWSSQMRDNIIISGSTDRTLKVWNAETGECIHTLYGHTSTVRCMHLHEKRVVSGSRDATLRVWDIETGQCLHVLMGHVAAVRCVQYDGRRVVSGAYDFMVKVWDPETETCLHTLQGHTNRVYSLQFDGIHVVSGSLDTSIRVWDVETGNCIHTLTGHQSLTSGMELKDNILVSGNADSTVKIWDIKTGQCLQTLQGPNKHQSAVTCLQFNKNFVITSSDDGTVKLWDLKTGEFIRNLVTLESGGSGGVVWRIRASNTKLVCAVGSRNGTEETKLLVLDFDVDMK
# MITF primary: MITF inhibitors, primary screen, biochemical, AlphaScreen, human; Microphthalmia-associated transcription factor (Homo sapiens), O75030; AlphaScreen MITF homodimerization, bead proximity signal; inhibition, % at 2.6 µM; hit rate 0.91% among 650,000; AID 1259374, 2018; in the data active = inhibition above about 50%;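 note: 0% = vehicle wells with protein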
# GPR151 activ: activators of human GPR151, primary screen, cell-based, PathHunter beta-arrestin, luminescence. G-protein coupled receptor 151 (Homo sapiens), Q8TDV0. PathHunter beta-arrestin GPR151 cells. activation, % at 11.2 µM. hit rate 1% among 650,000; in the data active = activation above about 4.9%;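 note: 0% = median of compound wells and 100% = cells with positive control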
# Target sequence (Q8TDV0 whole entry, looked up): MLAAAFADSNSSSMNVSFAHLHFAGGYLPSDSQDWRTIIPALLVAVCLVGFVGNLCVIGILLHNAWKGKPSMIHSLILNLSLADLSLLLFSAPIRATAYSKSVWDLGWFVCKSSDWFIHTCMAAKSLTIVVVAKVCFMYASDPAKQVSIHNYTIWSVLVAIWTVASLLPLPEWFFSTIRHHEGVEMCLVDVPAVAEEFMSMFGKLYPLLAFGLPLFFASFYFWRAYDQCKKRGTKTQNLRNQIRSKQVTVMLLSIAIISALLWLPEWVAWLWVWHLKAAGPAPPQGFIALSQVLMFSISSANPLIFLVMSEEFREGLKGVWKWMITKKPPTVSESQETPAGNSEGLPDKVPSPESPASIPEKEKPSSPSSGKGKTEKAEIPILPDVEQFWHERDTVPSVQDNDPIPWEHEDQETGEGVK
# * hit, by the source's call; · = no result given; & = joins results of further samples.
# Start of the data: the first 3 records as a preview:
# The line under a structure holds: TEAD-YAP inh, FBW7 act, MITF primary, GPR151 activ
1: COc1cccc(CCNC2CC(=O)N(c3ccc(C)cc3)C2=O)c1 (stereo not given)
  -10, 0.3, 7, 3.1
2: COc1ccc(N(CC(=O)Nc2ccc(Br)cc2)S(=O)(=O)c2ccc(OC)c(OC)c2)cc1
  7, 0.1, 1, 2.4
3: CC(=O)c1ccc(NC(=O)CCS(=O)(=O)c2ccc3c(c2)n(C)c(=O)c(=O)n3C)cc1
  -2, -0.1, -2, 0.0

# The listing, previewed entries included:
# The line under a structure holds: TEAD-YAP inh, FBW7 act, MITF primary, GPR151 activ
1: COc1cccc(CCNC2CC(=O)N(c3ccc(C)cc3)C2=O)c1 (stereo not given)
  -10, 0.3, 7, 3.1
2: COc1ccc(N(CC(=O)Nc2ccc(Br)cc2)S(=O)(=O)c2ccc(OC)c(OC)c2)cc1
  7, 0.1, 1, 2.4
3: CC(=O)c1ccc(NC(=O)CCS(=O)(=O)c2ccc3c(c2)n(C)c(=O)c(=O)n3C)cc1
  -2, -0.1, -2, 0.0
4: Cc1ccc(-n2nc3cc(C)c(NC(=O)c4cccc(Cl)c4)cc3n2)cc1
  -16, 1.3, 7, 2.3
5: O=C(Cn1c(Cc2ccccc2)nc2sc3c(c2c1=O)CCCC3)NCc1ccccc1
  -7, 0.7, 15, 1.7
6: O=C(c1sc2ccccc2c1Cl)N1CCN(Cc2ccc3c(c2)OCO3)CC1
  0, -0.1, 5, -0.8
7: CC(=O)c1cccc(NC(=O)COc2ccc(-c3ccccc3)cc2)c1
  6, 0.3, 13, 0.0
8: COC(=O)c1ccc2nc(-c3cccc([N+](=O)[O-])c3)cn2c1
  -38, 0.0, -4, 1.5
9: O=C(CCSc1nc(-c2ccco2)cc(C(F)(F)F)n1)NCc1cccnc1
  -2, -0.3, -5, 1.3
10: Cc1[nH]c2ccccc2c1SCCNC(=O)C1CC1
  -18, 0.1, -11, -0.9
11: O=C(NCCC1=CCCCC1)c1cc([N+](=O)[O-])ccc1Cl
  23, 0.0, 4, 2.3
12: CCCCNC(=S)N(C)/N=C/c1ccc(O)cc1
  -2, -0.1, 7, 0.1
13: CC(C)CCn1nnnc1CN1CCN(c2ccccc2F)CC1
  -7, 0.1, -1, 0.0
14: COc1ccccc1NC(=O)C(=O)NCc1ccco1
  -14, -0.1, 1, -1.7
15: CCOc1ccc(NC(=O)Cn2cnc3ccccc3c2=O)cc1
  1, 0.1, 3, 0.4
16: COc1ccc(CCNC(=O)c2oc(=O)c3ccccc3c2-c2ccc(C)cc2)cc1OC
  -1, -0.2, 2, -0.6
17: Cc1nc(Cl)cc(N/N=C/c2ccccc2Cl)n1
  3, 0.1, -6, -1.6
18: COc1ccc(CN(CC2CCC(C(=O)O)CC2)C(=S)Nc2cc(Cl)ccc2OC)cc1 (stereo not given)
  18, 0.0, 8, 0.4
19: COc1ccccc1NC(=O)C(=O)NCC(C)O (stereo not given)
  -4, 0.0, 0, 0.3
20: Cc1ccc2c(CC(=O)N3CCOc4ccc(CN5CCOCC5)cc4C3)cc(=O)oc2c1
  -3, -0.1, -6, -1.0
21: CCC(=O)Nc1ccc(NC(=O)COc2ccc(Br)cc2)cc1C
  0, 0.1, 10, 0.6
22: O=C1NC2=C(C(=O)N(CC3CCCO3)C2)C(c2ccc(Cl)c(Cl)c2)N1 (stereo not given)
  -4, -0.3, -12, -0.9
23: N#C/C(=C\c1cccc2ccccc12)c1nn(CCO)c(N)c1C#N
  -13, 0.0, 5, 0.9
24: CCOC(=O)C1=C(C)Nc2ncnn2C1c1cccc(OC)c1OC (stereo not given)
  4, 0.0, 14, 0.1
25: COc1ccccc1NC(=O)C1OC2OC3(CCCCC3)OC2C2OC3(CCCCC3)OC12 (stereo not given)
  2, -0.2, 4, -1.7
26: Cc1cc(OCC(=O)c2ccc(F)cc2)c2c(C)c(Cc3ccccc3)c(=O)oc2c1
  -1, -0.2, 2, 0.9
27: Cc1ccc(C(=O)C[n+]2cccc(C(N)=O)c2)cc1[N+](=O)[O-]
  -4, 0.1, 5, 0.0
28: c1ccc(-c2cn3c(nc4ccccc43)c(-c3ccccc3)n2)cc1
  -41, 0.0, 8, -7.4
29: CNC(=O)CCC(=O)Nc1cccc(Br)c1
  3, -0.2, 8, -0.1
30: O=C(CCN1C(=O)C2C3C=CC(C3)C2C1=O)NCc1cccnc1 (stereo not given)
  3, 0.0, 8, -0.3
31: O=C(NCc1cccs1)c1cc2c(s1)CSC2
  -11, -0.1, 6, -0.1
32: Cc1ccc(S(=O)(=O)Nc2nc(O)c(C3=c4ccccc4=NC3=O)s2)cc1
  6, 0.2, 5, -0.3
33: COC(=O)C(C)Sc1ncnc2c1nnn2-c1ccc(OC)cc1 (stereo not given)
  -4, 0.0, 3, 0.6
34: COc1ccc2cc(CCNC(=O)c3cccc(C)c3)c(=O)[nH]c2c1
  12, -0.1, 3, -0.7
35: C=CCc1cc(C)ccc1OCCn1ccnc1
  4, -0.1, 44, -1.2
36: CC(=O)Oc1cccc(/C=c2/sc3nc(-c4ccc(F)cc4)nn3c2=O)c1
  -1, 0.2, 14, -1.3
37: COc1ccc(N2CC(NC(=O)C3CCCCC3)CC2=O)cc1 (stereo not given)
  -5, 0.1, -2, 2.5
38: O=C1C(c2ccccc2)=C(c2ccccc2)C(=O)N1O
  0, -0.1, 7, 0.8
39: C/C=C/c1ccc(OCC(=O)OCC(=O)c2ccc(F)cc2)c(OC)c1
  -7, 0.0, -8, 0.2
40: CN(CCc1ccccn1)C(=O)CCC1CCCN(Cc2nc3ccccc3s2)C1 (stereo not given)
  5, -0.1, -6, -0.3
41: O=C(/C=C/c1ccccc1)Oc1ccccc1C(=S)N1CCOCC1
  6, 0.1, 14, 0.6
42: Cc1ccc(OCC(O)CNCc2ccc(F)cc2)cc1 (stereo not given)
  -7, 0.5, 19, -2.3
43: O=C(Nc1nccs1)C1CC(=O)N(c2ccc(Cl)cc2)C1 (stereo not given)
  -4, -0.2, -4, 0.2
44: Cc1ccc2c(c1)nnn2C1CCN(CC(=O)NNC(=O)c2ccco2)CC1
  6, 0.1, -9, 0.4
45: Cc1ccc2ncnc(Nc3ccc(C)c(C)c3)c2c1
  -1, 0.2, -4, -0.5
46: CC(C)n1c(Nc2ccc3ncccc3c2)nc2c(NC3CC3)ncnc21
  -38, 0.5, 10, 7.5*
47: COC(=O)C1=C(C(=O)OC)[C@@H]2Nc3ccccc3[C@@]23C[C@@H](C(=O)OC)N(C(=O)c2cccs2)C3=N1
  ·, 0.2, 11, -1.0
48: COc1ccc(C(=O)CSc2nc3ccccc3c(=O)[nH]2)cc1C
  -4&-1, 0.0&0.0, 0&3, 1.2&-0.7
49: CCCCN(C)C(=O)C1CCN(Cc2ccccc2O)CC1
  4, 0.1, 3, 0.0
50: CN(Cc1ccccc1)C(=O)c1ccc2c(=O)n(C3CCCCC3)c(=S)[nH]c2c1
  -2, -0.2, 1, -0.5
51: O=C(O)CN1C(=O)/C(=C/C=C/c2ccccc2[N+](=O)[O-])SC1=S
  2, 0.0, 10, -1.9
52: OCCN(CCO)C(=S)Nc1ccccc1
  4, 0.0, 0, -0.4
53: Cc1ccccc1CN1CCN2C(=O)[C@H](CCCCN)NC(=O)[C@H]2C1
  -8, -0.1, 5, -0.2
54: Oc1ccc(C2=Nn3c(nnc3-c3ccccc3O)SC2)cc1O
  41*, 0.1, 22, 3.1
55: Cc1ccc(-n2c(SCC(=O)c3ccc(F)cc3)nc3c(sc(=S)n3-c3cc(C)ccc3F)c2=O)cc1
  7, -0.1, 2, 0.9
56: Cc1ccccc1C(=O)N/N=C/c1ccc(O)c(O)c1
  -35, -0.3, 9, -1.3
57: Cc1ccc2nc(-c3ccc(NC(=O)CSc4nncn4C)cc3)sc2c1
  -7, 0.8, -2, 0.0
58: O=C(CSc1cn(CC(=O)N2CCCC2)c2ccccc12)NCc1ccccc1
  -4, -0.2, -9, 0.2
59: O=C(NCc1ccccn1)C(=O)NCC(c1ccco1)N1CCOCC1 (stereo not given)
  -3, -0.3, 0, 1.1
60: NC(=O)C1CCN(S(=O)(=O)c2cccs2)CC1
  11, 0.1, 12, -0.7

# Some of the entries so far, bar-delimited.
nr | molecule | TEAD-YAP inh | FBW7 act | MITF primary | GPR151 activ
52 | OCCN(CCO)C(=S)Nc1ccccc1 | 4 | 0.0 | 0 | -0.4
53 | Cc1ccccc1CN1CCN2C(=O)[C@H](CCCCN)NC(=O)[C@H]2C1 | -8 | -0.1 | 5 | -0.2

# The results go on.
# The line under a structure holds: TEAD-YAP inh, FBW7 act, MITF primary, GPR151 activ
61: CC(=O)c1c(C)[nH]c(C(=O)OCC(=O)Nc2ccc(Br)cc2F)c1C
  7, -0.2, -8, 5.0*
62: c1cncc(-c2nnc(SCCN3CCOCC3)n2Cc2ccco2)c1
  1, -0.1, 15, -0.5
63: O=S(=O)(c1ccc(F)cc1)N1CCCC(c2nc(-c3cccs3)no2)C1 (stereo not given)
  14, 0.0, 8, -0.3
64: COC(=O)C1=C(C)NC(=O)N(C(C)=O)C1c1ccc2c(c1)OCO2 (stereo not given)
  -3, 0.2, 14, -0.9
65: CC1=C(C(=O)OCC2CCCCC2)C(c2ccccc2OCc2ccccc2)NC(=O)N1 (stereo not given)
  0, 0.5, 13, -1.6
66: CC(=O)OCCCNC(=O)/C(=C/c1cccc([N+](=O)[O-])c1)NC(=O)c1ccco1
  10, -0.2, -7, -0.6
67: Cc1ccc(-n2ncc3c(N4CCN(c5ccc([N+](=O)[O-])cc5)CC4)ncnc32)c(C)c1
  -4, 1.0, 22, 0.1
68: COc1ccccc1N1CCN(c2cc(C)nc3ncnn23)CC1
  -10, 0.1, 3, 0.2
69: Cc1cc2c(cc1S(=O)(=O)NCCC(C)C)OCC(=O)N2
  2, -0.1, 4, 3.0
70: O=C(O)c1nn(Cc2ccccc2)nc1C(=O)O
  1, -0.1, 1, -0.6
71: N#C/C(=N\Nc1ccc(Cl)cc1)C(=N)N1CCCCCC1
  -62, -0.1, -1, 0.0
72: O=S(=O)(c1ccc2c(c1)N(C1CCCCC1)C1CCCN21)N1CCOCC1 (stereo not given)
  -1, -0.1, -1, 0.6
73: Cc1ccccc1NC(=O)CSC1CCCCC1
  10, -0.1, 9, -1.4
74: O=C(CCCc1ccccc1)N(c1ccccc1)C1C=CS(=O)(=O)C1 (stereo not given)
  -4, 0.1, -4, -1.3
75: COCCNc1ncnc2scc(-c3ccccc3)c12
  36*, -0.1, -9, 1.2
76: O=C(c1nc2sccn2c1CN1CCCCC1c1cccnc1)N1CCCCC1 (stereo not given)
  -8, 0.0, -23, 0.8
77: COc1cc(N2CCN(c3ccccc3Cl)CC2)ncn1
  -7, -0.3, -15, 0.8
78: CCc1c(C)c(C#N)c2nc3ccccc3n2c1Nc1ccc(NC(C)=O)cc1
  8, 0.1, 18, 0.2
79: CCCCSCC(=O)n1nc(C)cc1C
  9, -0.2, 2, -0.1
80: CCOC(=O)c1sc2c(c1C)c(=O)c(C(=O)OCC)cn2CC
  7, -0.1, -17, 0.5
81: O=S(=O)(Cc1ccccc1)N1CCC(c2nc3ccccc3o2)CC1
  6, 0.2, 23, -0.5
82: CC(=O)ON1C(C)(C)CC(OS(C)(=O)=O)CC1(C)C
  4, -0.1, 11, -1.3
83: Cc1cccc(C)c1NC(=O)CN1C(=O)C(C)Oc2ccccc21 (stereo not given)
  4, -0.1, -130, -0.7
84: CC1=C(C(=O)N2CCCCCC2)C2(CCC(C)CC2)OC1=O (stereo not given)
  -5, 0.4, 13, -1.5
85: Cc1sc2nc(Cc3ccccc3)nc(Nc3cccc(C(F)(F)F)c3)c2c1C
  -4, -0.1, 8, -1.2
86: CCCCCCOc1ccc(OCCOc2ccc(/C=C3/C(=N)N4N=C(C(F)(F)F)SC4=NC3=O)cc2OC)cc1
  15, -0.1, 8, 1.0
87: CCC(C)N1CC(C(=O)NCCc2ccc(Cl)cc2)CC1=O (stereo not given)
  7, 0.1, 5, -0.7
88: O=C(Nc1ccccc1F)c1cc(C(=O)Nc2ccccc2F)cc([N+](=O)[O-])c1
  4, 0.0, 2, 1.6
89: COc1ccccc1N(CC(=O)NCc1ccco1)S(C)(=O)=O
  -3, 0.0, 10, -0.8
90: O=C(O)c1ccc(-c2ccc(Br)cc2)cc1
  14, 0.0, 6, -3.9
91: CCC(C)NC(=O)c1cc(-c2ccccc2OC)on1 (stereo not given)
  -18, -0.1, 5, 0.9
92: O=C(CNC(=S)N(Cc1ccccc1)Cc1ccccc1F)NCCCN1CCOCC1
  8, 0.0, 12, -0.9
93: O=C(NCCc1ccccn1)C1CC12CCN(C(=O)/C=C/c1cccs1)CC2 (stereo not given)
  10, 0.0, 2, 4.8
94: Cn1c(/C(C#N)=C/c2cccs2)nc2ccccc21
  -23, -0.3, 2, -2.1

# 2 compounds from above with just FBW7 act, MITF primary and GPR151 activ.
item	molecule	FBW7 act	MITF primary	GPR151 activ
92	O=C(CNC(=S)N(Cc1ccccc1)Cc1ccccc1F)NCCCN1CCOCC1	0.0	12	-0.9
93	O=C(NCCc1ccccn1)C1CC12CCN(C(=O)/C=C/c1cccs1)CC2 (stereo not given)	0.0	2	4.8

# Single records, from the list above. Order of values: TEAD-YAP inh	FBW7 act	MITF primary	GPR151 activ
# `O=C(NCCc1ccccn1)C1CC12CCN(C(=O)/C=C/c1cccs1)CC2` (stereo not given) in the list: 10	0.0	2	4.8
# `CCC(C)NC(=O)c1cc(-c2ccccc2OC)on1` (stereo not given) in the list: -18	-0.1	5	0.9
# `O=C(CNC(=S)N(Cc1ccccc1)Cc1ccccc1F)NCCCN1CCOCC1` in the list: 8	0.0	12	-0.9
